AID2073: inhibitors of Mint1-CaV2.2 protein interaction, biochemical, HTRF (AID 2073); hit rate 0.19% among 290,000; one-dose inhibition, % at 20 µM; IC50 in µM for titrated hits; Voltage-dependent N-type calcium channel subunit alpha-1B (Homo sapiens); HTRF protein-protein interaction, Mint1-CaV2.2; higher % means a stronger effect; in the data active means inhibition mostly above about 51%, no sharp cut-off; further: some results filed as inactive read as strong as hits
NS5 inhibitors: Dengue-2 NS5 methyltransferase inhibitors, primary screen, biochemical, confirmation dose response (AID 588689) | Genome polyprotein (Dengue virus type 2 (strain 16681-PDK53)) | Dengue-2 NS5 methyltransferase capping enzyme assay, biochemical; higher % means a stronger effect | one-dose inhibition, % at 25 µM; IC50 in µM for titrated hits | hit rate 0.3% among 340,000; in the data active means a potency from the dose series
GPR35 arrestin U2OS: GPR35 antagonists blocking zaprinast-driven arrestin recruitment, primary screen, imaging, U2OS, beta-arrestin-GFP, zaprinast agonist (AID 2058); G-protein coupled receptor 35 (Homo sapiens); U2OS GPR35 beta-arrestin-GFP translocation imaging, zaprinast antagonism; higher % means a stronger effect; one-dose inhibition, % at 10 µM; IC50 in µM for titrated hits; hit rate 0.052% among 290,000;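 active means inhibition of at least 50% with at least 30 cells and total cytoplasm GFP at most 10,000,000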
GPR55 LPI antagonism: GPR55 antagonists blocking LPI-driven arrestin recruitment, primary screen, imaging, U2OS, beta-arrestin-GFP, LPI agonist (AID 2013); U2OS GPR55 beta-arrestin-GFP translocation imaging, LPI antagonism; higher % means a stronger effect; inhibition, % at 10 µM, or IC50 in µM where a hit was titrated; hit rate 0.13% among 290,000;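 active means spots per cell inhibited over 60%, with over 100 cells counted and total cytoplasm intensity under 500,000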;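 further: U2OS cells stably carrying GPR55 and arrestin-GFP stimulated by 5 µM LPI near EC80; imaged beta-arrestin-GFP aggregate spots per cell after agonist stimulation; plate controls were LPI-stimulated DMSO wells for no effect and DMSO wells without LPI for full effect; some results filed as inactive read as strong as hits; confirmed hits need IC50 under 10 µM and bright autofluorescent wells are also inconclusive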
Siah-1 displacement: Siah-1 peptide-binding antagonists, primary screen, biochemical, fluorescence polarization, rhodamine-plectin, uHTS (AID 1817); displacement, % at 20 µM, or IC50 in µM where a hit was titrated; E3 ubiquitin-protein ligase SIAH1 (Homo sapiens); Siah-1 / rhodamine-plectin peptide fluorescence polarization; higher % means a stronger effect; hit rate 0.02% among 290,000;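 active means displacement of at least 50% at 20 µM, with a fluorescence ratio check between 0.3 and a set limit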;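 further: plate controls were Siah plus tracer with DMSO for no effect and tracer alone without Siah for full effect; strong numbers were not always called active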
HIV fusion peptide: inhibitors of HIV fusion peptide binding, primary screen, biochemical, uHTS, fluorescence dequenching (AID 1986) | cell-free peptide binding, fluorescence dequenching, 30 min; higher % means a stronger effect | hit rate 0.3% among 290,000 | inhibition, % at 20 µM; hits with a dose series show IC50 in µM; in the data active means inhibition mostly above about 52%, no sharp cut-off; inactive means mostly below about 76%; further: some results filed as inactive read as strong as hits
GPR55 beta-arrestin: GPR55 agonists via beta-arrestin recruitment, primary screen, imaging, U2OS cells, beta-arrestin-GFP redistribution (AID 1961) | hit rate 0.048% among 290,000 | G-protein coupled receptor 55 (Homo sapiens) | U2OS GPR55 beta-arrestin-GFP redistribution imaging; higher % means a stronger effect | one-dose activation, % at 10 µM; EC50 in µM for titrated hits;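 active means activation above 40% with more than 50 cells counted in the well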;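 further: U2OS osteosarcoma cells stably expressing GPR55 and beta-arrestin-GFP; plate controls were DMSO negative control for no effect and LPI positive control for full effect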
NTR1 agonist: agonists of NTR1, primary screen, imaging, U2OS cells, beta-arrestin-GFP, high content (AID 493036); Neurotensin receptor type 1 (Homo sapiens), P30989; NTR1-U2OS beta-arrestin-GFP spot imaging, agonist mode; activation, % at 20 µM; hit rate 0.17% among 330,000;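 active means activation at or above 40% of the spot to cytoplasm intensity ratio, with at least 20 cells analyzed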;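 further: 0% = DMSO without peptide and 100% = 100 nM NTR1 peptide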
Target sequence (P30989 whole entry, looked up): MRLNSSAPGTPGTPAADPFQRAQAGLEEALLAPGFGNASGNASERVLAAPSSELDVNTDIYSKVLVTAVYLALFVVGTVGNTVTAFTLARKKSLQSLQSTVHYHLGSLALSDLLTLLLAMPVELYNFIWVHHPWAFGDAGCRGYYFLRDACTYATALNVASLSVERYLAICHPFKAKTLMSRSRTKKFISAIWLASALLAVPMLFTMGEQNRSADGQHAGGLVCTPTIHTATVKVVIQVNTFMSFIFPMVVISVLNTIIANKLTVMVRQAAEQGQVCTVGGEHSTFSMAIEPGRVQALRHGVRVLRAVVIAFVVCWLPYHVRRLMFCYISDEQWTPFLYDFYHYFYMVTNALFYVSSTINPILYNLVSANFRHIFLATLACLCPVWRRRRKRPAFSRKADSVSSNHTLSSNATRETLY
K1F lysis inhibition: inhibition of K1F phage lysis, E. coli UTI89, bacterial capsule biogenesis inhibitors, alamar blue (AID 488966); one-dose inhibition, % at 100 µM; IC50 in µM for titrated hits; E. coli UTI89 K1F phage lysis, alamar blue, 2 h; higher % means a stronger effect; hit rate 0.02% among 340,000;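 active means phage lysis inhibition, versus mean bacterial control, above a set limit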;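 further: capsule biogenesis inhibitors block K1F phage lysis so surviving cells raise fluorescence; higher fluorescence means more inhibition of phage lysis; actives were called in the ten point dose series up to 300 µM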
NTR1 agonist cell count 20 µM: recorded beside NTR1 agonist, whose call it bears; cell count; measured here: cell count, cytotoxicity flag
Starred values were filed as active, the others as inactive; nt = not tested or not shown; [ ] = dose if it differs, or a comment.

The first 3 entries, to show the layout:
SMILES	AID2073	NS5 inhibitors	GPR35 arrestin U2OS	GPR55 LPI antagonism	Siah-1 displacement	HIV fusion peptide	GPR55 beta-arrestin	NTR1 agonist	NTR1 agonist cell count 20 µM	K1F lysis inhibition
CCOC(=O)C(NC(C)=O)(OCc1ccc(F)cc1)C(F)(F)F (stereo unspecified)	7%	nt	0%	-4%	-2%	1.5%	-0.3%	0.3	80	0.4%
O=C(NC(Cc1c[nH]c2ccccc12)C(=O)N/N=C/c1ccc(Cl)cc1)c1cccs1 (stereo unspecified)	1%	-4%	-10%	7%	10%	3.1%	-0.1%	10	100	-0.9%
CC(=O)Nc1ccc(NC(=O)c2c(C)nc3ccccn23)cc1	-8%	-5%	15%	-4%	0%	-0.2%	0.2%	-0.1	41	0.1%

Main list, previewed entries included:
SMILES	AID2073	NS5 inhibitors	GPR35 arrestin U2OS	GPR55 LPI antagonism	Siah-1 displacement	HIV fusion peptide	GPR55 beta-arrestin	NTR1 agonist	NTR1 agonist cell count 20 µM	K1F lysis inhibition
CCOC(=O)C(NC(C)=O)(OCc1ccc(F)cc1)C(F)(F)F (stereo unspecified)	7%	nt	0%	-4%	-2%	1.5%	-0.3%	0.3	80	0.4%
O=C(NC(Cc1c[nH]c2ccccc12)C(=O)N/N=C/c1ccc(Cl)cc1)c1cccs1 (stereo unspecified)	1%	-4%	-10%	7%	10%	3.1%	-0.1%	10	100	-0.9%
CC(=O)Nc1ccc(NC(=O)c2c(C)nc3ccccn23)cc1	-8%	-5%	15%	-4%	0%	-0.2%	0.2%	-0.1	41	0.1%
CN(CC(=O)NCC1CCCO1)S(=O)(=O)c1ccc(Br)cc1 (stereo unspecified)	0%	-5%	7%	0%	4%	-0.9%	-0.1%	0.1	74	-0.1%
C/C(=N\Nc1nc(N2CCOCC2)nc(N2CCOCC2)n1)c1cccc([N+](=O)[O-])c1	12%	1%	-7%	13%	-2%	-0.7%	0.0%	2.2	101	0.4%
O=C(Cn1ncc2c3ccccc3n(Cc3ccccc3)c2c1=O)NCc1ccccn1	-5%	1%	-2%	14%	3%	1.7%	-0.3%	0.7	67	0.1%
COC(=O)c1c(CSc2ccc(C)c(C)c2)noc1C(=O)NCc1ccc(OC)cc1	4%	1%	-10%	11%	1%	1.4%	-0.1%	-1.1	91	6.3%
CC(C)N1CC(C(=O)Nc2ccc(Cl)c(Cl)c2)CC1=O (stereo unspecified)	4%	nt	-13%	-12%	-1%	0.1%	0.3%	-0.6	54	-0.2%
CCOC(=O)C1CCN(C(=O)Cc2ccc(C)cc2)CC1	-16%	-2%	2%	-2%	1%	-0.4%	-0.1%	-2.0	45	0.4%
CCn1cc(C(=O)NCc2ccco2)c(=O)c2cc(S(=O)(=O)N3CCC(C)CC3)ccc21	7%	-6%	6%	-13%	-4%	13%	0.0%	1.5	74	5.2%
CCOC(=O)C1(CCOC)CCN(CC(C)Cc2ccc3c(c2)OCO3)CC1 (stereo unspecified)	-4%	3%	-5%	14%	12%	-0.9%	-0.1%	-0.7	65	0.4%
CCOC(=O)C1[C@H]2C(=O)N(CCCOC)C[C@]23C=C[C@H]1O3 (stereo partly specified)	8%	-7%	-8%	-6%	2%	-0.9%	0.1%	-2.5	73	0.2%
Cc1ccc(S(=O)(=O)CC(=O)c2ccc(C)c([N+](=O)[O-])c2)cc1	7%	1%	-8%	3%	1%	1.3%	-0.4%	1.4	52	0.5%
CC(=O)OC(C(=O)NC1CCCCC1)c1ccccc1Cl (stereo unspecified)	-12%	2%	29%	-10%	-2%	-1.2%	-0.3%	1.7	37	0.8%
COc1cc(C(=O)O)cc(Br)c1OC1CCCC1	-6%	-7%	-5%	-4%	-3%	4.3%	-0.1%	2.2	49	0.1%
CC(C)Cc1ccc(S(=O)(=O)N2CCN(C(=O)c3ccco3)CC2)cc1	0%	-1%	1%	36%	0%	0.1%	-0.1%	1.4	49	0.2%
O=C(C[n+]1cccc2ccccc21)c1ccc(Cl)cc1	3%	-5%	-5%	4%	-2%	8.9%	0.0%	-4.2	89	0.4%
Cn1c(SCC(=O)NCCc2ccccc2)nc2c([nH]c3ccccc32)c1=O	11%	5%	4%	8%	2%	-1.3%	0.1%	1.8	85	0.1%
Cc1c(C)c2ccc(OCC(=O)NC(Cc3ccc(Cl)cc3)C(=O)O)cc2oc1=O (stereo unspecified)	12%	-1%	9%	-1%	0%	4.2%	-0.2%	0.6	85	2.3%
Fc1ccc(-c2nc3c(-c4ccccc4)cnn3cc2CCN2CCOCC2)cc1	14%	-5%	-1%	-5%	-1%	-1.2%	-0.2%	1.2	50	0.9%
COc1ccc(N2CCN(C(=O)CSc3nnc(NC(=O)C4CCC4)s3)CC2)cc1	-7%	1%	14%	5%	-1%	-1.8%	-0.1%	-0.2	71	0.5%
CCCOC(=O)Nc1cc(OC)c(Cl)cc1OC	12%	-3%	-16%	12%	1%	0.6%	-0.1%	-1.3	82	-0.4%
COc1ccc(C2=NOC(C(=O)Nc3cc(Br)ccc3O)C2)cc1OC (stereo unspecified)	-2%	-2%	-10%	22%	1%	-3.3%	-0.5%	-0.6	68	5.4%
CC1=CCC2C(=O)N(c3cccc(C(=O)NC(C)c4ccccc4)c3)C(=O)C2C1 (stereo unspecified)	5%	-5%	15%	1%	11%	1.8%	0.0%	-1.2	86	0.0%[50 µM]
CCCN(CCC)S(=O)(=O)c1cc(Br)cc2c1N(C(=O)CC)CC2	2%	-5%	7%	0%	0%	0.7%	-0.1%	0.4	110	-1.1%
CCN(CC)C(=O)Cn1cc(C(=O)C(=O)N2CCN(C)CC2)c2ccccc21	2%	-4%	-2%	12%	0%	0.2%	0.0%	-0.3	46	0.0%
O=C(NNC1=NS(=O)(=O)c2ccccc21)c1cccc([N+](=O)[O-])c1	-2%	nt	6%	5%	0%	0.9%	0.7%	1.3	60	2.0%
O=C(NCCCN1CCOCC1)c1ccccc1NS(=O)(=O)c1cc([N+](=O)[O-])ccc1Cl	2%	10%	-16%	7%	5%	3.5%	-0.2%	-0.9	59	0.6%
COc1ccccc1Nc1cc(C(=O)NCc2cccnc2)c2ccccc2n1	12%	1%	-1%	-5%	-4%	-3.3%	-0.2%	1.4	55	0.3%
O=C(Nc1c2c(nn1-c1ccc(Cl)cc1)CS(=O)(=O)C2)c1ccc2c(c1)OCO2	4%	-3%	-6%	-1%	3%	7.6%	0.1%	0.4	89	-0.1%
COC(=O)c1[nH]c2cccc(OC)c2c1NC(=O)CN1CC2(C)CC1CC(C)(C)C2 (stereo unspecified)	1%	-11%	-14%	7%	8%	0.2%	-0.2%	-1.7	43	1.3%
O=C1NC2=C(CCc3ccccc32)C(c2ccc(Br)cc2)N1 (stereo unspecified)	-24%	3%	-8%	0%	-4%	-0.1%	-0.1%	7.3	58	0.0%
CCCc1c(C(=O)N/N=C/c2cccnc2)nnn1-c1nonc1N	-14%	-7%	14%	4%	0%	1.2%	-0.1%	0.9	63	0.1%
Cc1nc(-c2ccc(S(=O)(=O)NCc3cccnc3)s2)cs1	-2%	2%	2%	-13%	-2%	-1.1%	0.4%	-0.3	45	0.2%
C=C(C)COc1ccc(-c2[nH]ncc2-c2ccccc2OC)c(O)c1	13%	-2%	-7%	-18%	1%	-3.0%	0.6%	5.8	77	5.7%
Nc1cccnc1Oc1ccc(F)cc1	-10%	2%	-4%	1%	7%	0.2%	0.3%	0.2	48	-0.9%
O=C(O)/C=C\C(=O)NCc1ccccc1	2%	-5%	-1%	23%	0%	1.0%	0.2%	1.5	79	0.5%
O=c1/c(=C\c2ccc(O)cc2)sc2n1C(c1ccccc1)C(c1ccccc1)=NN=2 (stereo unspecified)	-4%	-18%	19%	4%	-5%	13%	24%	6.1	50	1.5%
COC(=O)CC1C(=O)NCCN1C(=O)CSc1nnc(Nc2ccc(OC)cc2)s1 (stereo unspecified)	-6%	-5%	-4%	0%	2%	0.8%	-0.1%	-1.9	81	0.4%
CC(=O)Nc1ccc(S(=O)(=O)N2CCC(NC(C)=O)(c3cccc(F)c3)CC2)cc1	46%	2%	-2%	9%	7%	0.3%	-0.3%	-1.5	69	0.6%
O=C(COC(=O)c1cccc(S(=O)(=O)N2CCc3ccccc3C2)c1)NCc1ccco1	18%	-2%	-1%	-15%	1%	11%	-0.1%	-1.1	40	0.3%
Oc1ccc(C=NC2CCCCC2)c(O)c1	0%	1%	11%	-2%	2%	3.0%	0.2%	1.1	25	0.6%
COc1ccc(N(CN2C(=O)C3C4C=CC(C4)C3C2=O)C(=O)c2ccco2)cc1 (stereo unspecified)	44%	-2%	-3%	4%	11%	0.7%	0.1%	1.0	21	-0.6%
Cc1ccc(S(=O)(=O)Nn2c(C)nnc2-n2nc(C)cc2C)cc1	-5%	3%	2%	0%	-1%	3.2%	-0.3%	-0.4	55	0.6%
CN(C)CCNC(=O)NC1CCCCC1	-4%	1%	13%	-1%	6%	0.3%	-0.1%	4.4	51	0.5%
COC(=O)c1ccccc1N/C=C1\CCc2c(c(C)nn2-c2ccccn2)C1=O	-64%	57%	1%	4%	-3%	-0.9%	0.0%	7.5	51	0.7%
CS(=O)(=O)N1CCC(C(=O)Nc2cccc(C(F)(F)F)c2)CC1	-7%	-2%	-1%	-5%	3%	-0.9%	-0.6%	-0.5	57	1.9%
O=C(Nn1c(SCc2ccc([N+](=O)[O-])cc2)nc2ccccc2c1=O)c1ccc(F)cc1	12%	-6%	14%	11%	0%	9.9%	-0.2%	1.8	54	-0.1%[50 µM]
Cc1cccc(-n2c(C)nc3c(cnn3-c3ccc(F)cc3)c2=O)c1	5%	-9%	-5%	7%	-5%	-1.5%	0.2%	1.8	62	3.4%
Brc1ccc(CNCc2cccs2)cc1	-2%	-7%	-20%	11%	6%	0.3%	0.1%	0.6	63	-12%
COc1ccccc1CNC(=O)c1cc2c(C)nn(Cc3ccc(F)cc3)c2s1	0%	3%	15%	18%	0%	1.6%	-0.1%	-0.1	32	0.3%
CCN1CCN(C(=O)CN(CC)S(=O)(=O)c2ccc(F)cc2)CC1	29%	-4%	-15%	12%	12%	-0.4%	-0.1%	-1.2	42	2.2%[50 µM]

Screening data deposited in PubChem by several laboratories.
